KKLEB cytotox – cytotoxicity in KKLEB CF airway cells, primary screen, cytotoxicity control for CF NF-kB inhibitor project, cell-based, uHTS, fluorescence assay plates; KKLEB CF airway cells viability, ATPlite luminescence, overnight; stronger effect = lower value; cells stimulated with P. aeruginosa culture filtrate; activity change (cytotoxicity), % at 5 µM; 0.36% of 360,000 active; AID 602141, 2011;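 active = corrected activity change at or below -50% at 5 µM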
Peg3 promoter – Peg3 promoter-driven luciferase inhibitors, primary screen, cell-based, HeLa, luciferase luminescence. HeLa PEG-Prom luciferase reporter, overnight. 1.7% of 360,000 active. inhibition, % at 20 µM;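 active = inhibition of at least 50% at 20 µM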
HIF-2a block – HIF-2a reporter inhibitors, primary screen, luminescence, 786-0 RCC cells; 0.72% of 360,000 active; inhibition, % at 18.8 µM; 786-0 RCC cells HIF-2a reporter, luciferase luminescence, overnight; AID 624352, 2012;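 active = inhibition of the luminescence signal of 40% or more relative to plate controls, in a single-dose primary screen at 18.75 µM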
NR2E3 ag-1 – inhibitors of NR2E3-RetCOR corepressor binding, primary screen, NR2E3 agonist project, biochemical, TR-FRET, GST-NR2E3, biotin-RetCOR | AID 2300, 2010 | 1536-well | inhibition of corepressor binding, % at 4.78 µM | Photoreceptor-specific nuclear receptor (Homo sapiens), Q9Y5X4 | 0.12% of 320,000 active;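 active = percent inhibition above the cutoff of mean plus 3 SD of all tested compounds, set per screening campaign, cut at about 20% in these data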;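 note: 0% = DMSO wells and 100% = biotin wells as full block of FRET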
Target sequence (Q9Y5X4 whole entry, looked up): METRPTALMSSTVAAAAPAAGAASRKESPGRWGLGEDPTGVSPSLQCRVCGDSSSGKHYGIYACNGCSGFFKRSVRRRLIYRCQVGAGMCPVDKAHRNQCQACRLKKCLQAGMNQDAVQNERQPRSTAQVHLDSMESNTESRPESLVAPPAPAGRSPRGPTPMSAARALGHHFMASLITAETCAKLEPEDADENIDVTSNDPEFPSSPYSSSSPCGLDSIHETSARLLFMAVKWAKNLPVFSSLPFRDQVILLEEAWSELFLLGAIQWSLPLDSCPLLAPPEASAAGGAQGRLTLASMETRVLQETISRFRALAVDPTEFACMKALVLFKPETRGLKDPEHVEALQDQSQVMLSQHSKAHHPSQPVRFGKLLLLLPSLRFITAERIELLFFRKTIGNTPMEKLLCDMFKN
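System: GST-tagged NR2E3 plus biotinylated RetCOR corepressor; Amount: 1.35 nM GST-tagged NR2E3 final; Dosing: single nominal compound dose of 4.8 µM; Schedule: 5 h incubation at 4 °C; Technique: TR-FRET with europium anti-GST and streptavidin-D2, 340 nm excitation; Controls: biotin wells as high control, 0.6% DMSO wells as low control.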
CaV13 ICDI inh – Primary screen for inhibitors of IQ motif and Ca2+-dependent inactivation inhibitor domain binding in CACNA1D, Förster resonance energy transfer in living cells, …. HEK cells, CFP/YFP FRET ICDI-IQ, plate reader, 10 min; percent FRET-ratio fall versus neutral wells. inhibition, % at 12.3 µM. 0.098% of 340,000 active. AID 743397;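 active = mean replicate inhibition of at least 30% and at least 1% of replicates passing that level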;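 note: 0% = median of the neutral control wells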
Vif inh – HIV Vif self-association inhibitors, primary screen, imaging, HEK293T, single point; HEK293T cells, Vif self-association by quenched fluorescence, 24 h; inhibition, % at 7.49 µM; 0.35% of 340,000 active; in the data active = inhibition above about 50%, passing the limit was not always enough; note: some results filed as inactive read as strong as hits
MITF TRPM1 inh – inhibitors of MITF-dependent TRPM1 promoter reporter, primary screen, cell-based, SK-MEL-5, single point, luciferase. SK-MEL-5 TRPM1 promoter luciferase, 24 h. inhibition, % at 12.5 µM. 0.83% of 330,000 active;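 active = mean inhibition across replicates of 60% or more, whatever share of single replicates reaches that level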; note: values of inactives mirror those of a sister screen read the other way
NR2E3 ag-2 – NR2E3 agonists in two-hybrid cells, primary screen, cell-based, luminescence, CHO-S, Gal4-NCOR/VP16-NR2E3 | Photoreceptor-specific nuclear receptor (Homo sapiens), Q9Y5X4 | luciferase | inhibition of corepressor binding, % at 3.98 µM | 0.35% of 360,000 active | AID 602229, 2012;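 active = inhibition above the mean of all tested compounds plus 3 SD, cut at about 70% in these data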;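 note: 0% = DMSO with NR2E3 transfected cells and 100% = cells lacking NR2E3 construct; higher means lower luciferase signal from less NR2E3 corepressor binding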
Shn3 3UTR inh – reduction of Shn3 3'UTR firefly luciferase signal, primary screen, Schnurri-3 inhibitor project, cell-based, Clone20 osteoblasts, set 2; Clone20 osteoblast Shn3 3'UTR firefly luciferase, 24 h; inhibition, % at 12.5 µM; 0.52% of 360,000 active; AID 588674, 2011;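 active = mean inhibition of at least 75% with every replicate also reaching 75%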;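 note: 0% = median of neutral control wells and 100% = pilot-screen positive control compound; some compounds past the cut are filed as inactive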
PDI turbidity – inhibitors of human PDI, primary screen, biochemical, turbidity, single point, plate reader; PDI insulin aggregation turbidity, A650, 90 min; AID 588391, 2011; inhibition, % at 10 µM; 0.052% of 350,000 active;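 active = mean inhibition across replicates of 30% or more, whatever share of single replicates reach that level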;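 note: absorbance from insulin aggregation driven by PDI reduction with DTT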
Target sequence (P07237 whole entry, looked up): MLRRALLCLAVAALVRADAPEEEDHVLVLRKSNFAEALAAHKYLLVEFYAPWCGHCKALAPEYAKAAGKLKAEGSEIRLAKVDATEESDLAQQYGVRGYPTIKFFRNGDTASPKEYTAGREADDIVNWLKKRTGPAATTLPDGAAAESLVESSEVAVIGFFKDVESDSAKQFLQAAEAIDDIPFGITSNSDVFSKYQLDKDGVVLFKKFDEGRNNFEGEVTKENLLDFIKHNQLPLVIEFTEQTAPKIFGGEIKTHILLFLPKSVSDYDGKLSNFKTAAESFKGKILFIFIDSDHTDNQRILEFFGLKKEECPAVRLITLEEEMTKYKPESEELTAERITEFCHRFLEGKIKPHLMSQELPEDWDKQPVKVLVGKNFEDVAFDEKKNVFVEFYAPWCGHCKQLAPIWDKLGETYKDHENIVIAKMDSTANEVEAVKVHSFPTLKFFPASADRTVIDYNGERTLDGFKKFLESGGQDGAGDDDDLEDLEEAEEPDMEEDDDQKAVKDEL
CF NFkB inh – inhibitors of PAF-induced NF-kB signaling, primary screen, cell-based, GFP fluorescence, uHTS; KKLEB NF-kB-GFP reporter, GFP fluorescence overnight; inhibition, % at 5 µM; 0.86% of 360,000 active;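 active = at least 50% inhibition at 5 µM, scaled per plate between neutral and stimulator controls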;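 note: PAF is a Pseudomonas aeruginosa culture filtrate used as stimulus; plate controls were PAF-stimulated DMSO wells for no effect and unstimulated DMSO wells for full effect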
Active calls of the source: *; · = no result given.

SMILES,CF NFkB inh,KKLEB cytotox,MITF TRPM1 inh,NR2E3 ag-2,NR2E3 ag-1,Peg3 promoter,Vif inh,PDI turbidity,HIF-2a block,Shn3 3UTR inh,CaV13 ICDI inh
COC(=O)C1=C(c2ccc3ccccc3c2)C[C@@H]2CC[C@H]1N2C(=O)NCc1ccc(F)cc1,6,-6,-5,-9,1,25,-6,-6,21,10,-12
O=c1cccc2n1C[C@H]1C[C@@H]2CN2CCCC[C@@H]12,14,-6,6,12,4,10,-7,-2,14,-2,-3
CCOc1ccc(CN2CCCC(C(=O)c3ccccc3OC)C2)cc1 (centres undefined),-6,-1,5,-30,1,-4,-12,-2,16,7,-21
CC(=O)N1N=C(c2c(O)n(C)c(=O)n(C)c2=O)CC1c1ccccc1 (centres undefined),7,5,-17,-4,-2,12,-8,16,22,-21,8
CCOc1ccc(-n2c(O)c(C=NCCN3CCNCC3)c(=O)[nH]c2=O)cc1,-23,-1,8,-9,1,-2,6,3,-8,-19,·
CCC1CCCCN1P(=O)(c1ccc(C)o1)C(C)(C)C (centres undefined),8,-5,-10,-14,0,9,-3,1,-8,12,-8
Cn1cc(NC(=O)CCl)cn1,-20,11,7,17,1,8,3,-2,19,-2,-2
COC(=O)C1C(O)CC2CCC1N2C (centres undefined),-16,-6,-1,-11,·,-6,13,0,16,-19,·
COc1ccc(-n2c(CNCCc3ccc(C)cc3)nc3ccccc3c2=O)cc1,-7,-4,-2,-21,-2,0,-13,6,-14,-7,5
CCN(C(=O)Oc1ccccc1)c1ccc(C(O)(C(=O)OC)C(F)(F)F)cc1 (centres undefined),-16,-7,6,11,-2,-17,0,-11,3,4,-5
CCN1C(=O)C(=Cc2ccc(C)s2)C(=O)N(CC)C1=S,25,-1,0,-116,1,-53,5,-15,-108,-12,-4
CCCCn1c(O)c(/C(CC)=N/N2CCCCC2c2cccnc2)c(=O)[nH]c1=S (centres undefined),16,-10,4,-21,0,24,-12,5,21,27,-5
COC(=O)C1=C(c2ccc(S(C)(=O)=O)cc2)C[C@@H]2CC[C@H]1N2C(=O)NC(C)C,14,6,2,10,1,1,7,3,10,8,-9
Cc1ccc(N)cc1Cl,-2,11,·,-16,·,-13,-1,-7,14,-22,-5
Cc1cc(Cl)ccc1OCCCC(=O)NCc1cccs1,5,-5,-3,-11,-4,21,0,3,-4,21,-6
CCN(C(=O)COC(=O)C(O)(c1ccccc1)c1ccccc1)c1c(N)n(Cc2ccccc2)c(=O)[nH]c1=O,5,-6,9,-17,·,-5,16,-1,12,-11,-6
Cc1nn(CC(=O)N2CCC3(CC2)OCCO3)c(=O)c2cc3ccccc3n12,-12,-2,-2,18,1,10,-5,2,-4,-7,-5
COc1ccc(C(=O)C2CCCN(Cc3ccon3)C2)cc1OC (centres undefined),3,4,3,-1,4,-6,1,14,17,16,-5
Cc1ccccc1C(=O)NC(Oc1ccccc1)C(Cl)(Cl)Cl (centres undefined),9,-9,-1,14,-1,12,-18,-12,25,0,-3
NCCc1c[nH]c2ccccc12,2,14,13,-15,7,-18,11,·,-4,-17,·
Cc1cc(NCCN)nc2ccccc12,6,-1,3,-24,-1,4,0,3,8,-14,-4
O=C(O)c1ccc(-n2c(O)c(/C=C3\C=Nc4ccccc43)c(=O)[nH]c2=O)cc1,-3,0,18,11,0,5,-7,3,14,-1,-4
CCc1c(C)nc(N)nc1N1N=C1SCC(N)=O,-11,7,-9,-29,-1,9,0,-2,16,12,-4
Cc1ccc(OC(=O)N(C)C[C@@H]2OCc3cnnn3CCCC(=O)N([C@@H](C)CO)C[C@@H]2C)cc1,-24,10,·,1,·,9,0,3,7,-7,-3
CC1CC2(C)C(=CC1=O)CCC1C3CCC(C)(O)C3(C)CC3OC312 (centres undefined),29,-18,19,23,·,-4,1,12,17,10,-5

Further entries:
SMILES,CF NFkB inh,KKLEB cytotox,MITF TRPM1 inh,NR2E3 ag-2,NR2E3 ag-1,Peg3 promoter,Vif inh,PDI turbidity,HIF-2a block,Shn3 3UTR inh,CaV13 ICDI inh
CN(CC(=O)Nc1ccccc1-c1ccccc1)C1CCCCC1,4,-4,3,0,-2,24,-11,5,6,6,-3
CCC(=O)N1CC(=O)Nc2ccc(F)cc2C1c1ccc(F)cc1 (centres undefined),-2,7,5,-33,2,3,-1,7,15,0,-13
O=C1N(c2cccc(Cl)c2)C(c2cccnc2)N2CCCN12 (centres undefined),4,21,12,-14,-3,11,·,5,4,1,·
CN(C)C(=O)Oc1ccc(Cl)c2cccnc12,14,-5,6,-10,2,-1,-9,2,-1,13,-5
Cc1c(C=O)c2ccccc2n1Cc1cccc(F)c1,3,6,17,-5,0,14,4,-4,19,14,-15
Cc1nn(Cc2ccccc2Cl)c(C)c1C(=O)OCC(=O)N1CC(C)OC(C)C1 (centres undefined),14,5,-3,1,1,14,1,-5,21,-10,-5
Cc1c(N)c(C)c([N+](=O)[O-])c(C)c1[N+](=O)[O-],20,-2,-6,-11,0,-1,6,7,13,14,-4
CN1CCN(c2ccc(F)cc2N)CC1,-6,-1,15,9,-2,0,-5,2,6,16,7
CC(=O)Nc1ccccc1OP1(=O)COc2ccccc2OC1,-4,-7,8,-3,1,-2,14,2,17,-43,-3
CS(=O)(=O)N1CCCC(C(=O)N2CCC3(CC2)OCCO3)C1 (centres undefined),12,-16,9,-2,4,3,1,1,-19,-15,-9
CCC(C)C1NC(=O)C(NC(=O)C(CC(C)C)N(C)C(=O)C2CCCN2C(=O)C(C)O)C(C)OC(=O)C(Cc2ccc(OC)cc2)N(C)C(=O)C2CCCN2C(=O)C(CC(C)C)NC(=O)[C@H](C)C(=O)[C@H](C(C)C)OC(=O)CC1O (some centres undefined),94*,-70*,105*,102*,·,100*,14,-2,83*,99*,-6
O=C(C1CC(=O)N(C2CCCCCCC2)C1)N1CCC2(CC1)OCCO2 (centres undefined),3,8,-3,-14,-4,-6,·,-1,7,-5,-4
NNC(=O)c1ccc(O)cc1,18,0,·,-39,2,-8,10,1,-4,9,-6
OC1/C(=C/c2ccc(F)cc2)N2CCC1CC2 (centres undefined),-5,7,-3,0,2,4,-6,8,15,-4,-4
Nc1ccccc1Cl,1,4,-3,-16,0,-14,-4,·,12,-17,·
c1cc2c(c(NC3=NCCCS3)c1)CCCC2,5,-10,·,-23,·,11,·,-4,21,4,-10
C[C@H](NC(=O)N1C[C@H]2C[C@@H](C1)c1cccc(=O)n1C2)C(=O)Nc1ccccc1F,13,5,-3,3,-3,6,-6,·,5,8,·
COP(=O)(OC)C(NC(=O)/C=C/c1ccccc1)C(Cl)(Cl)Cl (centres undefined),19,-10,-17,-23,9,-68,-4,-3,-134,-11,-5
O=C(Cc1ccccc1)Oc1cccc(-n2cnnn2)c1,16,-6,-1,-27,10,-1,7,1,8,8,6
COc1cccc(-c2nn(Cc3ccccc3)cc2C(=O)O)c1,-15,1,9,-7,1,-8,-6,6,8,4,-7
CCOC(=O)N(CC)c1ccc(C(O)(C(=O)OCC)C(F)(F)F)cc1 (centres undefined),-2,6,9,-4,1,4,-2,1,2,13,0
Cc1ccsc1C(=O)C1CCCN(Cc2cnc(N)nc2)C1 (centres undefined),-8,7,6,18,0,6,-4,-10,13,14,-4
Cc1c(C(c2ccc(O)cc2)c2c(O)c3ccccc3oc2=O)c(=O)n(-c2ccccc2)n1C (centres undefined),5,2,12,-12,2,-3,1,3,12,-25,-18
CCCN(CC#CCOc1ccc(OC)cc1)CCC,-10,11,-1,-17,-2,9,-6,-13,2,2,-1
CC(=O)OC1CCC2(C)C(CCC3C2CC(=O)C2(C)C3CC(N3CC3)C2C(C)=O)C1 (centres undefined),6,1,-3,23,·,-18,-1,0,2,0,-5

(more compounds)
SMILES,CF NFkB inh,KKLEB cytotox,MITF TRPM1 inh,NR2E3 ag-2,NR2E3 ag-1,Peg3 promoter,Vif inh,PDI turbidity,HIF-2a block,Shn3 3UTR inh,CaV13 ICDI inh
COc1cc(C2c3cc(O)c(OC)cc3CC3C(=O)OCC32)ccc1O (centres undefined),-13,-12,16,-21,·,-3,16,·,12,-3,·
COc1cccc(C(=O)C2CCCN(Cc3ccon3)C2)c1 (centres undefined),6,-10,5,-10,2,23,8,4,4,-1,-5
COC(=O)C1=C(c2ccc(S(C)(=O)=O)cc2)C[C@@H]2CC[C@H]1N2C(=O)N1CCCCC1,13,-2,4,2,0,0,-5,-2,-1,2,-11
CCc1cc2c(cc1-c1csc(C/C(N)=N/O)n1)C(C)(C)CCC2(C)C,-8,14,·,2,·,22,·,8,15,-13,-5
O=c1[nH]c(=O)n(Cc2ccco2)c(O)c1C=NCCN1CCOCC1,-2,-6,3,-20,-4,16,-23,7,10,-2,·
Cc1ccc(-n2c(O)c(C=NCC3CCCO3)c(=O)[nH]c2=O)c(C)c1 (centres undefined),9,1,0,-11,2,-3,-1,10,14,1,-4
CC(C)CNP(=S)(c1ccccc1)C(C)(C)C (centres undefined),9,2,13,-24,-1,2,4,-1,8,-7,-3
C[C@]12CC[C@H](N)CC1=CCC1C2CC[C@@]2(C)C1CC[C@@H]2O (some centres undefined),2,-4,0,34,·,25,-7,-2,0,-26,-6
COC(=O)C(O)(c1ccc(N(C)C(=O)OC(C)C)cc1)C(F)(F)F (centres undefined),8,4,8,-6,-2,11,-2,7,-12,6,-8
CN1CCN(c2cn[nH]c(=O)c2Cl)CC1,6,-6,9,-1,1,1,-12,1,12,-23,-5
CN(C)c1ccc(/C=C2/C(=O)NC(=O)N(CCc3ccc(F)cc3)C2=O)cc1,-25,5,-10,-25,3,7,-3,3,24,13,-19
O=C(NP(=O)(N1CC1)N1CC1)c1cc(I)ccc1I,-22,12,-7,20,·,10,-10,-58,4,0,-9
CCOC(=O)CNC(=O)N1Cc2ccccc2-n2nncc2C1,-1,6,·,11,·,1,·,0,-11,1,-6
CN(C)C1(CNC(=O)Cc2ccccc2F)CCCCC1,3,5,11,20,1,12,-6,6,9,10,-18

High-throughput results from PubChem BioAssay.

This is a subset; count on the stated rates, not on these rows.
